PAFAH2 FP inh – inhibitors of human PAFAH2. Q99487. recombinant PAFAH2, FP-rhodamine activity probe, fluorescence polarization. inhibition, % at 3.39 µM. actives 0.99% (n = 340,000);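 active = inhibition above the mean over all tested compounds plus 3 SD, cut at about 30% in these data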;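 note: inhibitors block probe labeling of enzyme so polarization drops; 0% = enzyme with DMSO and 100% = wells lacking PAFAH2 protein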
ZTA counter – blocks Epstein-Barr virus ZTA, an EBNA-1 counter-screen | P03206 | ZTA-DNA binding, fluorescence polarization | inhibition, % at 11 µM | actives 0.15% (n = 320,000) | AID 2234; in the data active = inhibition above about 33%
Target sequence (P03206 whole entry, looked up): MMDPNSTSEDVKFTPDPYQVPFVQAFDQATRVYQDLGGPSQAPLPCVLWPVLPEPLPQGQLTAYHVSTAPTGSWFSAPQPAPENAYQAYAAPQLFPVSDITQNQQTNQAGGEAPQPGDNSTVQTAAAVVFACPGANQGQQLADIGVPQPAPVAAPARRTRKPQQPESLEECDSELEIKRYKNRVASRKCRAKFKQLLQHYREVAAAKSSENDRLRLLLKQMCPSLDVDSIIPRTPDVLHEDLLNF
PAFAH1B2 FP inh – PAFAH1B2 (human) inhibition; AID 492953; recombinant PAFAH1B2, FP-rhodamine activity probe, fluorescence polarization; inhibition, % at 3.39 µM; P68402; actives 1.2% (n = 340,000);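 active = inhibition above the mean of all tested compounds plus 3 SD, cut at about 24% in these data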;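 note: 0% = enzyme with DMSO and 100% = wells lacking PAFAH1B2; many of its hits are not listed in these tables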
Target sequence (P68402 whole entry, looked up): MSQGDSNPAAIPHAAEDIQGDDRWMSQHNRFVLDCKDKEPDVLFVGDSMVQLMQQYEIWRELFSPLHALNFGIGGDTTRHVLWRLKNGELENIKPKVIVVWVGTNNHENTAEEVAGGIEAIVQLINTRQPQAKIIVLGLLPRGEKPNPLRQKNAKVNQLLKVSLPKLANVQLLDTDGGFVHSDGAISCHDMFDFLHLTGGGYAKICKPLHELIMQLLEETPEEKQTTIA
PAFAH1B3 FP inh – PAFAH1B3 (human) inhibition. actives 0.28% (n = 340,000). inhibition, % at 3.39 µM. recombinant PAFAH1B3, FP-rhodamine probe, fluorescence polarization;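 active = inhibition above the screen-wide average of all tested compounds plus 3 SD, cut at about 25% in these data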;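 note: 0% = enzyme with DMSO only and 100% = wells lacking PAFAH1B3 protein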
EBNA-1 inh – blocks EBNA-1 binding to DNA; actives 0.34% (n = 300,000); EBNA-1 DNA binding, fluorescence polarization; inhibition, % at 14.8 µM; AID 1950; in the data active = inhibition above about 28%
LYPLA1 counter – counter-screen for PME1 inhibitors: inhibitors of human LYPLA1 | recombinant LYPLA1, FP-Rh probe fluorescence polarization | O75608 | actives 0.16% (n = 320,000) | AID 2174 | inhibition, % at 5.9 µM;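 active = inhibition above the mean of all tested compounds plus 3 SD, set per campaign, cut at about 14% in these data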;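 note: inhibitors block serine hydrolase probe labeling of LYPLA1 so polarization falls; 0% = enzyme with DMSO and 100% = wells lacking LYPLA1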
Target sequence (O75608 whole entry, looked up): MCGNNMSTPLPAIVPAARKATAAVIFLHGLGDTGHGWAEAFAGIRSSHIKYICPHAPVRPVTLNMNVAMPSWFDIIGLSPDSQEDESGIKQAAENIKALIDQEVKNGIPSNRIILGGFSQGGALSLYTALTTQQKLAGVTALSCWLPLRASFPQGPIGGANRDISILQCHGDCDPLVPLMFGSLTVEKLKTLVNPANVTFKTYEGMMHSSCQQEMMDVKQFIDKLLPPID
pPAFAH FP inh – pPAFAH (human) enzyme inhibition; actives 1.5% (n = 330,000); Q13093; inhibition, % at 3.39 µM; recombinant pPAFAH, FP-rhodamine probe fluorescence polarization;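 active = inhibition above the mean inhibition across the screen plus 3 SD, cut at about 25% in these data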;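 note: inhibitors block binding of the rhodamine activity-based probe so polarization drops; 0% = enzyme with DMSO and 100% = wells lacking pPAFAH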
PREPL inhibitor – inhibitors of human prolyl oligopeptidase-like enzyme PREPL; Q4J6C6; recombinant PREPL, fluorescence polarization activity-based probe; inhibition, % at 5.96 µM; actives 0.68% (n = 320,000); in the data active = inhibition above about 43%;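 note: 0% = enzyme with DMSO and 100% = wells lacking enzyme; many of its hits are not listed in these tables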
LYPLA2 counter – counter-screen for PME1 inhibitors: inhibitors of human LYPLA2 | AID 2177 | recombinant LYPLA2, FP-Rh probe fluorescence polarization | inhibition, % at 5.9 µM | O95372 | actives 0.38% (n = 320,000);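 active = inhibition above the screen-wide mean plus 3 SD, limit set per campaign, cut at about 26% in these data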;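 note: 0% = LYPLA2 with DMSO and 100% = wells lacking LYPLA2 enzyme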
Target sequence (O95372 whole entry, looked up): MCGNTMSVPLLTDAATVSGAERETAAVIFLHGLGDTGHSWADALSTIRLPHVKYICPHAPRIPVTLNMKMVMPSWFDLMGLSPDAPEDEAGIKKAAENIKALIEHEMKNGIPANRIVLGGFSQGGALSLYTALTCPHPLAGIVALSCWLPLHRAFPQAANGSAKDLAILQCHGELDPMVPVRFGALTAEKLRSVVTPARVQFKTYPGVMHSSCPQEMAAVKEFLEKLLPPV
* hit, by the source's call.

How did O=C(CC12CC3CC(CC(C3)C1)C2)N1CCCOC1 do in these assays?
PAFAH2 FP inh: 1; ZTA counter: -6; PAFAH1B2 FP inh: 10; PAFAH1B3 FP inh: 6; EBNA-1 inh: -11; LYPLA1 counter: 5; pPAFAH FP inh: -7; PREPL inhibitor: 10; LYPLA2 counter: 17

Results for CCc1cccc(NS(=O)(=O)c2ccc(-n3cccn3)cc2)c1 ?
PAFAH2 FP inh: 0; ZTA counter: -7; PAFAH1B2 FP inh: 2; PAFAH1B3 FP inh: 7; EBNA-1 inh: 1; LYPLA1 counter: 1; pPAFAH FP inh: 10; PREPL inhibitor: -2; LYPLA2 counter: 7

What do the screens show for `COc1ccc(Cc2nc3ccc(C(=O)NCc4ncc(C)[nH]4)cc3o2)cc1OC`?
PAFAH2 FP inh: -2; ZTA counter: -2; PAFAH1B2 FP inh: -2; PAFAH1B3 FP inh: 0; EBNA-1 inh: -11; LYPLA1 counter: -1; pPAFAH FP inh: -5; PREPL inhibitor: 18; LYPLA2 counter: -13

Results for O=C(COc1cccc(C(F)(F)F)c1)NCC(c1ccco1)N1CCCC1 (stereo not given) ?
PAFAH2 FP inh: 13; PAFAH1B2 FP inh: 4; PAFAH1B3 FP inh: -3; pPAFAH FP inh: 15; PREPL inhibitor: 24

What do the screens show for `COc1cc(C(=O)Nc2cc(C(F)(F)F)ccc2Cl)cc(OC)c1OC`?
PAFAH2 FP inh: 8; ZTA counter: -3; PAFAH1B2 FP inh: 0; PAFAH1B3 FP inh: 5; EBNA-1 inh: 3; LYPLA1 counter: 0; pPAFAH FP inh: 0; PREPL inhibitor: 12; LYPLA2 counter: 8

What do the screens show for `CCN(CC)CCNC(=O)CCn1nc(-c2ccc(Cl)cc2)ccc1=O`?
PAFAH2 FP inh: -5; ZTA counter: -4; PAFAH1B2 FP inh: 4; PAFAH1B3 FP inh: 4; EBNA-1 inh: 2; LYPLA1 counter: 5; pPAFAH FP inh: 3; PREPL inhibitor: 4; LYPLA2 counter: 8

What do the screens show for `CC1CCCC(C)N1c1ccc(S(=O)(=O)N2CCOCC2)cc1Cl` (stereo not given)?
PAFAH2 FP inh: -5; ZTA counter: -6; PAFAH1B2 FP inh: 8; PAFAH1B3 FP inh: 12; EBNA-1 inh: -1; LYPLA1 counter: 4; pPAFAH FP inh: 9; PREPL inhibitor: 5; LYPLA2 counter: 3

How did COc1ccc(S(=O)(=O)n2c([N+](=O)[O-])cnc2C)cc1OC do in these assays?
PAFAH2 FP inh: 6; ZTA counter: -25; PAFAH1B2 FP inh: 0; PAFAH1B3 FP inh: 8; EBNA-1 inh: -9; LYPLA1 counter: -1; pPAFAH FP inh: -1; PREPL inhibitor: -1; LYPLA2 counter: -1

What do the screens show for `O=c1cc(O)c(-c2cccc(C(F)(F)F)c2)c(Cl)[nH]1`?
PAFAH2 FP inh: -1; ZTA counter: -1; PAFAH1B2 FP inh: 8; PAFAH1B3 FP inh: -6; EBNA-1 inh: -8; LYPLA1 counter: 4; pPAFAH FP inh: 2; PREPL inhibitor: 4; LYPLA2 counter: 1

Results for COc1ccc(-c2nnc(SCC(=O)c3ccc(O)cc3O)o2)cc1 ?
PAFAH2 FP inh: -7; ZTA counter: -5; PAFAH1B2 FP inh: -8; PAFAH1B3 FP inh: -5; EBNA-1 inh: 3; LYPLA1 counter: -1; pPAFAH FP inh: 8; PREPL inhibitor: 0; LYPLA2 counter: -7

Results for Cc1ccc(S(=O)(=O)N2CCOCC2)cc1NC(=O)COC(=O)Cn1c(C)csc1=O ?
PAFAH2 FP inh: 7; ZTA counter: 1; PAFAH1B2 FP inh: 7; PAFAH1B3 FP inh: 12; EBNA-1 inh: -3; LYPLA1 counter: -2; pPAFAH FP inh: 4; PREPL inhibitor: 11; LYPLA2 counter: -3

Results for O=C(CCc1ccccc1)OCCN1CCOCC1 ?
PAFAH2 FP inh: 9; ZTA counter: 4; PAFAH1B2 FP inh: 6; PAFAH1B3 FP inh: -4; EBNA-1 inh: 1; LYPLA1 counter: 0; pPAFAH FP inh: 4; PREPL inhibitor: 1; LYPLA2 counter: -1

Results for COC(=O)CNC(=O)c1cc(OC)cc(OC)c1 ?
PAFAH2 FP inh: -4; ZTA counter: 2; PAFAH1B2 FP inh: -1; PAFAH1B3 FP inh: 6; EBNA-1 inh: 2; LYPLA1 counter: -2; pPAFAH FP inh: 0; PREPL inhibitor: -2; LYPLA2 counter: -6

How did Cc1c(C(=O)c2ccc(N(C)C)cc2)c2ccccn2c1CCC#N do in these assays?
PAFAH2 FP inh: 10; ZTA counter: -2; PAFAH1B2 FP inh: 2; PAFAH1B3 FP inh: -3; EBNA-1 inh: -18; LYPLA1 counter: -2; pPAFAH FP inh: 1; PREPL inhibitor: 11; LYPLA2 counter: -2

What do the screens show for `C#Cc1ccc([C@H]2C=C(C(=O)NC3CC3)O[C@@H](OCC)[C@@H]2CCCO)cc1`?
PAFAH2 FP inh: 3; ZTA counter: -3; PAFAH1B2 FP inh: 8; PAFAH1B3 FP inh: -1; EBNA-1 inh: -5; LYPLA1 counter: 2; pPAFAH FP inh: -1; PREPL inhibitor: 13; LYPLA2 counter: 4

Results for COc1cc(/C=C/C(=O)O)cc(OC)c1OC ?
PAFAH2 FP inh: -4; ZTA counter: -3; PAFAH1B2 FP inh: -4; PAFAH1B3 FP inh: 3; EBNA-1 inh: -1; LYPLA1 counter: 1; pPAFAH FP inh: 3; PREPL inhibitor: 1; LYPLA2 counter: 3

How did CSc1nnc(SCC(=O)NC(=O)c2ccccc2)s1 do in these assays?
PAFAH2 FP inh: 3; ZTA counter: -5; PAFAH1B2 FP inh: -3; PAFAH1B3 FP inh: 7; EBNA-1 inh: -2; LYPLA1 counter: 5; pPAFAH FP inh: 3; PREPL inhibitor: 0; LYPLA2 counter: 9

Results for COc1ccc(/C=C2\Sc3ccc(C(=O)N4CCOCC4)cc3N(C)C2=O)cc1 ?
PAFAH2 FP inh: -4; ZTA counter: 8; PAFAH1B2 FP inh: 6; PAFAH1B3 FP inh: 0; EBNA-1 inh: 0; LYPLA1 counter: 2; pPAFAH FP inh: 9; PREPL inhibitor: 14; LYPLA2 counter: 10

How did COC(=O)Nc1ccc(S(=O)(=O)N2CCC(C(=O)N3CCCCC3C)CC2)cc1 (stereo not given) do in these assays?
PAFAH2 FP inh: 0; ZTA counter: -3; PAFAH1B2 FP inh: 1; PAFAH1B3 FP inh: 5; EBNA-1 inh: 5; LYPLA1 counter: 3; pPAFAH FP inh: -2; PREPL inhibitor: 12; LYPLA2 counter: 2

How did Oc1ccc(Br)cc1C=Nc1ccc2c3c(cccc13)CC2 do in these assays?
PAFAH2 FP inh: 6; ZTA counter: 6; PAFAH1B2 FP inh: 5; PAFAH1B3 FP inh: 13; EBNA-1 inh: 14; LYPLA1 counter: -3; pPAFAH FP inh: 28*; PREPL inhibitor: 14; LYPLA2 counter: -1

How did COc1ccc(CN2C(=O)c3ccc(C(=O)O)cc3C2=O)cc1 do in these assays?
PAFAH2 FP inh: -7; ZTA counter: 11; PAFAH1B2 FP inh: 6; PAFAH1B3 FP inh: 6; EBNA-1 inh: 6; LYPLA1 counter: -3; pPAFAH FP inh: 0; PREPL inhibitor: 2; LYPLA2 counter: 2

What do the screens show for `Cc1cc(N)c2cc(NC(=O)/C=C/c3ccccc3Cl)ccc2n1`?
PAFAH2 FP inh: -10; ZTA counter: -1; PAFAH1B2 FP inh: -2; PAFAH1B3 FP inh: -3; EBNA-1 inh: 1; LYPLA1 counter: -19; pPAFAH FP inh: -9; PREPL inhibitor: -35; LYPLA2 counter: -10

What do the screens show for `CCOc1cccc2sc(NC(=O)c3ccc(Br)s3)nc12`?
PAFAH2 FP inh: -30; ZTA counter: 0; PAFAH1B2 FP inh: -19; PAFAH1B3 FP inh: -42; EBNA-1 inh: -17; LYPLA1 counter: -22; pPAFAH FP inh: -10; PREPL inhibitor: 7; LYPLA2 counter: -36

How did CC(=O)c1ccc(N2CCN(C(=O)c3cc(S(=O)(=O)N4CCOCC4)ccc3C)CC2)cc1 do in these assays?
PAFAH2 FP inh: -8; PAFAH1B2 FP inh: -4; PAFAH1B3 FP inh: -2; pPAFAH FP inh: 3; PREPL inhibitor: 8

Results for Cc1ccc(SCc2ccc(C(=O)Nc3cc([N+](=O)[O-])ccc3C)cc2)cc1 ?
PAFAH2 FP inh: 0; ZTA counter: -10; PAFAH1B2 FP inh: 29*; PAFAH1B3 FP inh: 8; EBNA-1 inh: -1; LYPLA1 counter: -2; pPAFAH FP inh: 7; PREPL inhibitor: 2; LYPLA2 counter: 4

What do the screens show for `CCOC(CCn1c(SCC(=O)NC2CCCC2)nc2ccccc2c1=O)OCC`?
PAFAH2 FP inh: 1; ZTA counter: -9; PAFAH1B2 FP inh: 3; PAFAH1B3 FP inh: 0; EBNA-1 inh: 6; LYPLA1 counter: -2; pPAFAH FP inh: 1; PREPL inhibitor: 5; LYPLA2 counter: -3

What do the screens show for `O=C(CSc1nnc(CNC(=O)c2c(F)cccc2Cl)o1)Nc1ccc2c(c1)OCCO2`?
PAFAH2 FP inh: 2; ZTA counter: 8; PAFAH1B2 FP inh: 5; PAFAH1B3 FP inh: 2; EBNA-1 inh: 2; LYPLA1 counter: 0; pPAFAH FP inh: 2; PREPL inhibitor: -1; LYPLA2 counter: -4

How did O=C(Nc1cccc(-c2ccc(N3CCOCC3)nn2)c1)c1ccc(Cl)cc1 do in these assays?
PAFAH2 FP inh: -2; ZTA counter: 12; PAFAH1B2 FP inh: -3; PAFAH1B3 FP inh: 6; EBNA-1 inh: 8; LYPLA1 counter: 2; pPAFAH FP inh: 4; PREPL inhibitor: 0; LYPLA2 counter: 2

How did O=C(CNC(=O)N1CC(=O)Nc2ccccc21)NCc1cccc(Cl)c1 do in these assays?
PAFAH2 FP inh: 4; ZTA counter: -6; PAFAH1B2 FP inh: 4; PAFAH1B3 FP inh: 7; EBNA-1 inh: -3; LYPLA1 counter: 0; pPAFAH FP inh: 2; PREPL inhibitor: -19; LYPLA2 counter: 3

What do the screens show for `OC(CNCCc1ccc(Cl)cc1Cl)COc1ccccc1` (stereo not given)?
PAFAH2 FP inh: -1; ZTA counter: -3; PAFAH1B2 FP inh: 5; PAFAH1B3 FP inh: 5; EBNA-1 inh: 6; LYPLA1 counter: -3; pPAFAH FP inh: -3; PREPL inhibitor: -19; LYPLA2 counter: -1

How did O=C(COC(=O)c1ccccn1)c1ccc([N+](=O)[O-])cc1 do in these assays?
PAFAH2 FP inh: -3; ZTA counter: -20; PAFAH1B2 FP inh: 1; PAFAH1B3 FP inh: 12; EBNA-1 inh: -5; LYPLA1 counter: 3; pPAFAH FP inh: 11; PREPL inhibitor: 8; LYPLA2 counter: 9

Results for Clc1ccc(-c2cc(-c3nnc4n3CCCCC4)c3ccccc3n2)cc1 ?
PAFAH2 FP inh: -6; ZTA counter: -18; PAFAH1B2 FP inh: 5; PAFAH1B3 FP inh: 1; EBNA-1 inh: 10; LYPLA1 counter: -2; pPAFAH FP inh: 1; PREPL inhibitor: 4; LYPLA2 counter: -3

How did CC1=C(C)C(OCCCl)N(c2cc(O)c(Cl)cc2F)C1=O (stereo not given) do in these assays?
PAFAH2 FP inh: 0; ZTA counter: 2; PAFAH1B2 FP inh: 7; PAFAH1B3 FP inh: 8; EBNA-1 inh: -21; LYPLA1 counter: 0; pPAFAH FP inh: -1; PREPL inhibitor: 6; LYPLA2 counter: -6

What do the screens show for `Cc1ccc2cc3c(N)c(C(=O)Nc4c(C)[nH]c(=O)[nH]c4=O)sc3nc2c1`?
PAFAH2 FP inh: -3; ZTA counter: 6; PAFAH1B2 FP inh: 3; PAFAH1B3 FP inh: 4; EBNA-1 inh: 16; LYPLA1 counter: -1; pPAFAH FP inh: 7; PREPL inhibitor: 29; LYPLA2 counter: -7

Source: PubChem BioAssay

A portion of the library; the hit share may differ from the screen's.
